Screening data as filed in PubChem BioAssay.
Rpn11 inh: Rpn11 (PSMD14) deubiquitinase inhibitors, primary screen, biochemical, fluorescence polarization, uHTS; 360,000 compounds, 0.59% hits; human 26S proteasome, Ub4-pepOG fluorescence polarization; 20S core pre-blocked with epoxomicin; 26S proteasome non-ATPase regulatory subunit 14 (Homo sapiens), O00487; calls only at 20 µM;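 active means inhibition at 20 µM, scaled to each plate's controls, above about 33%, limit read from the data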
Neddylation inh: inhibitors of cullin neddylation, primary screen, biochemical, TR-FRET, uHTS, NAE and Ubc12. calls only at 25 µM. AID 651699, 2012. NEDD8-conjugating enzyme Ubc12 (Homo sapiens) + NEDD8-activating enzyme E1 regulatory …. 360,000 compounds, 0.58% hits; in the data active means inhibition above about 36%
Target sequence (P61081 whole entry, looked up): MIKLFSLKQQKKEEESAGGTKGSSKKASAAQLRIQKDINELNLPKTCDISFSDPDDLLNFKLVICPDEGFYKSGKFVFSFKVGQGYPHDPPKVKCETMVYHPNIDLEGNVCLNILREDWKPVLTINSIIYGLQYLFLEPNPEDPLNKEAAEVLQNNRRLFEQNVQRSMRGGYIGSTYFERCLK
Target sequence (Q13564 whole entry, looked up): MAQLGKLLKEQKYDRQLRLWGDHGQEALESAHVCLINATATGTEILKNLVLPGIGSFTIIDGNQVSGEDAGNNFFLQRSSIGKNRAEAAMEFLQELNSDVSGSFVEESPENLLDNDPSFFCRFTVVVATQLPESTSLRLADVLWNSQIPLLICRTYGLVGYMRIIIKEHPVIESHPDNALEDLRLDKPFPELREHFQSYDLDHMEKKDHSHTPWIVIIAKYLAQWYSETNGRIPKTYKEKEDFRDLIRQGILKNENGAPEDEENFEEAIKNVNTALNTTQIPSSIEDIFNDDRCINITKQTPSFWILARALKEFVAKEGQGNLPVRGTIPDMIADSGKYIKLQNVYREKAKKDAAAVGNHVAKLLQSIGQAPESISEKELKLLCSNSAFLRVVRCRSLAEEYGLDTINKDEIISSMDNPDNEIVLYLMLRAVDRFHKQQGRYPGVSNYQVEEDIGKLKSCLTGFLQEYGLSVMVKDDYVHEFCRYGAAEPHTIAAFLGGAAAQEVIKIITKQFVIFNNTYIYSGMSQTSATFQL
CSN inh: inhibitors of CSN-mediated cullin deneddylation, primary screen, biochemical, fluorescence polarization, uHTS | COP9 signalosome complex subunit 5 (Homo sapiens), Q92905 | 360,000 compounds, 0.38% hits | inhibition, % at 12.5 µM | Purified CSN, SCF-Nedd8-OG deneddylation;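 active means pattern-corrected inhibition above about 35%, with an unprinted fluorescence ratio check between 0.5 and 1.5, limit read from the data, passing the limit was not always enough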;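 further: 0% = enzyme with substrate and 100% = substrate without enzyme; some results filed as inactive read as strong as hits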
Target sequence (Q92905 whole entry, looked up, one chain of several): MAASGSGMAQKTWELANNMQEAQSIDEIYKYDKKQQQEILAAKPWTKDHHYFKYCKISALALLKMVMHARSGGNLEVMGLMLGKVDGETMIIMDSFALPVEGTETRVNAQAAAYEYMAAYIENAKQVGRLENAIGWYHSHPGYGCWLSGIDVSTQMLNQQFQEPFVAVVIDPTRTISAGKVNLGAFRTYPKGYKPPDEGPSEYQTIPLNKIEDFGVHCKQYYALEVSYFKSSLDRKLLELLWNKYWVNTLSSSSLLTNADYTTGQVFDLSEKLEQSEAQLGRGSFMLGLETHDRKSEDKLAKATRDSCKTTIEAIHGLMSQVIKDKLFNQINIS
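test system = HEK293T-derived human Csn5 enzyme | amount = 0.24 nM Csn5 enzyme, final concentration | medium = Tris/NaCl/DTT buffer, pH 7.5 | schedule = 90 min reaction at room temperature | signal = FP | evaluation = inhibition of Csn5 cleavage, % | compound dosing = single dose of 12.5 µM compound with 0.25% DMSO | probe or stimulus = 10 nM SCFSkp2-Nedd8OG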
PABP1 MLLE inh: inhibitors of PABP1 MLLE–PAM2 peptide binding, primary screen, biochemical, fluorescence polarization, FITC-PAM2, GST-MLLE; inhibition, % at 20 µM; Polyadenylate-binding protein 1 (Homo sapiens), P11940; 360,000 compounds, 0.36% hits; in the data active means inhibition above about 35%, passing the limit was not always enough;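 further: plate controls were DMSO wells with GST-MLLE for no effect and wells lacking GST-MLLE protein for full effect; some results filed as inactive read as strong as hits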
MT1-MMP act inh: blockers of MT1-MMP proenzyme processing, primary screen, HT1080 RFP-PRO-GFP cells, GFP/RFP fluorescence | Matrix metalloproteinase-14 (Homo sapiens), P50281 | GFP/RFP ratio fluorescence, overnight; percent of plate control window, DMSO zero | GFP/RFP ratio change, % at 20 µM | 360,000 compounds, 0.061% hits | AID 651647, 2012;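 active means GFP/RFP ratio change of at least 30% with cell ATP level not reduced by more than half and red fluorescence within 50% of control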; further: strong numbers were not always called active
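Assay system – RFP-PRO-GFP reporter HT1080 cells · Compound dosing – single dose of 20 µM compound, 1% DMSO final · Incubation – overnight compound exposure at 37 °C · Measure – GFP/RFP fluorescence ratio · Benchmarks – DMSO wells and RFP-L50D-GFP cells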
Rin1 Abl inh: inhibitors of Rin1-Abl protein binding, primary screen, biochemical, TR-FRET. Tyrosine-protein kinase ABL1 (Homo sapiens) + Ras and Rab interactor 1 (Homo sapiens), …. 360,000 compounds, 0.4% hits. inhibition, % at 7.35 µM; in the data active means inhibition above about 5%, passing the limit was not always enough
SKN-1 inh: suppressors of acrylamide-induced Pgst-4::GFP reporter in worms, primary screen, SKN-1 inhibitor project, whole organism, uHTS, GFP/RFP fluorescence ratio, strain VP596; inhibition, % at 21.8 µM; 360,000 compounds, 0.49% hits; C. elegans VP596 Pgst-4::GFP/RFP ratio, 24 h;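 active means interference check ratio from 0.5 to 1.5 plus GFP to RFP signal ratio inhibition reaching or exceeding a fixed threshold, cut at about 30% in these data, passing the limit was not always enough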; further: some compounds called inactive have numbers as strong as hits
FAS-TE inh: FAS thioesterase domain inhibitors, primary screen, biochemical, fluorescence intensity, uHTS. AID 602261, 2012. Fatty acid synthase (Homo sapiens), P49327. recombinant FAS-TE, OMFH fluorogenic substrate, fluorescence endpoint. 360,000 compounds, 0.67% hits. inhibition, % at 15 µM;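 active means compounds whose normalised, plate-corrected inhibition of enzyme fluorescence in the single-dose primary screen is 50% or more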;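 further: 0% = DMSO with enzyme and 100% = substrate without enzyme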
NadD inh: inhibitors of S. aureus NadD, primary screen, biochemical, colorimetric, uHTS. Nicotinate-nucleotide adenylyltransferase NadD (Staphylococcus aureus N315). purified NadD enzyme, colorimetric absorbance read-out. inhibition, % at 20 µM. 360,000 compounds, 0.78% hits; in the data active means inhibition above about 26%; further: some compounds past the cut are filed as inactive
An asterisk follows results filed as active; i = inactive; nt = no result given.

SMILES	Rpn11 inh	Neddylation inh	CSN inh	PABP1 MLLE inh	MT1-MMP act inh	Rin1 Abl inh	SKN-1 inh	FAS-TE inh	NadD inh
COc1cc(/C=N/NC(=S)NCCc2ccccc2)cc(OC)c1OC	i	i	-1.2	-12.1	-8.4	-1.5	7.5	15.0	-4.9
CC(C)NC(=O)C1(C)CN(S(C)(=O)=O)CC(=O)N1CCc1ccccc1F (stereo not given)	nt	i	-3.4	nt	0.8	nt	21.7	nt	nt
COC(=O)CNC(=O)c1cc(-c2ccncc2)nc2ccccc12	i	i	6.5	6.0	-3.0	0.1	14.0	-0.9	-8.5
Cc1cc(OCC(=O)OCC(=O)c2ccc[nH]2)ccc1Cl	i	i	-1.2	6.1	6.0	-1.8	-16.2	1.8	-8.6
CCn1c(SC(C)C(=O)Nc2ccc3c(c2)OCCO3)nnc1C1CC1 (stereo not given)	i	i	1.7	3.0	-0.2	-2.0	11.2	-3.9	0.3
O=C(CSc1nnc(CNC(=O)c2ccc(F)cc2)o1)NCc1ccc(F)cc1	i	i	0.3	0.0	-2.0	-3.7	7.3	-2.7	-1.3
O=C(CN1CCN(C(=O)N2CCOCC2)CC1)Nc1ccc(Br)cc1	i	i	3.8	3.5	1.2	-0.7	-15.9	-13.3	-5.7
CCc1ccc(NC(=S)Nc2cc(OC)c(NC(=O)C(C)C)cc2OC)cc1	i	i	-4.3	15.5	2.4	0.6	3.1	-2.6	-5.7
CCN(CC)C(=O)C1=C(C)N(CCCOC)C(=O)C(CC(=O)NC2CCCC2)C1 (stereo not given)	i	i	6.9	1.4	-1.6	-2.6	3.3	-3.9	-1.5
Cc1cc(CSc2ccccc2)ccc1NC(=O)COc1ccccc1	i	i	-1.7	-15.7	-0.3	3.3	-9.2	17.3	1.5
CC(=O)Nc1ccc(C(=O)CSc2cc(C)c3cccc(C)c3n2)cc1	i	i	-4.1	5.1	-4.5	-0.4	2.5	8.7	-1.6
FC(F)(F)c1cccc(CON=C2CCN(c3ncc(C(F)(F)F)cc3Cl)CC2)c1	i	i	-2.3	-55.1	8.6	1.7	-3.9	22.3	0.9
CC1=CC2=C(OC1N(C)C)c1cccc3cccc(c13)C2=O (stereo not given)	i	i	-59.5	103.8	-40.3	-0.9	26.9	-19.5	1.7
COc1ccccc1OCC(=O)Nc1cc(Cl)ccc1Oc1ccccc1	i	i	0.5	-10.5	3.6	2.2	-13.4	-4.0	-0.6
Cc1ccc(-c2cc(=O)[nH]c(NCc3ccccc3)n2)cc1	i	i	-7.2	-8.6	4.2	-0.8	14.3	6.8	-3.1
O=C(N/N=C/c1ccc([N+](=O)[O-])o1)c1cc(-c2ccc(-c3ccccc3)cc2)nc2ccccc12	i	nt	3.5	-10.4	16.2	2.8	11.0	12.4	69.8*
CCCCC[C@@H](C)N1C[C@H](COCc2ccccc2)Oc2cc(N3CC[C@@H](N(C)C)C3)ccc2S1(=O)=O	nt	i	0.9	nt	-0.6	nt	18.2	27.8	8.9
O=C(NCC1CCCO1)/C(=C\c1cccc([N+](=O)[O-])c1)NC(=O)c1ccccc1 (stereo not given)	i	i	-2.1	0.1	-0.2	2.0	-6.2	22.9	0.2
CCOc1ccc(/C=N/O)cc1	i	i	93.6	21.9	-2.8	4.2	2.1	-6.5	-0.8
Cc1nc2ccccc2c2oc(C(=O)NCCCN3CCC(C)CC3)cc12	i	i	-2.1	-0.7	3.0	-4.0	6.3	-5.6	0.3
N#Cc1c(C(F)(F)F)cc(Cc2ccccc2)nc1SCC(=O)NCC(=O)O	i	i	-1.9	-12.7	-1.0	-0.8	0.1	-0.6	-1.6
CCOc1ccc(N(C)S(=O)(=O)c2ccc(C)c(C(=O)NCc3cccs3)c2)cc1	i	i	0.1	9.8	0.4	3.5	4.8	16.4	-5.2
CC1(C)CC(N=C2C([N+](=O)[O-])=CC=C3C2=NC2(CCCCC2)N3O)CC(C)(C)N1	i	i	1.1	-15.4	1.6	-8.0	9.2	0.6	4.5
COC(=O)CC1C(=O)NCCN1C(=S)NC(=O)CCc1ccccc1 (stereo not given)	i	i	5.9	-14.9	-6.8	-2.4	-2.7	-1.7	-1.6
CCN1CCN(c2ccc(S(=O)(=O)N3CCCCC3)cc2NC(=O)c2cccc(NC(C)=O)c2)CC1	i	i	-2.9	-11.0	-1.1	5.0	3.6	-4.5	-5.2

Additional entries follow.
SMILES	Rpn11 inh	Neddylation inh	CSN inh	PABP1 MLLE inh	MT1-MMP act inh	Rin1 Abl inh	SKN-1 inh	FAS-TE inh	NadD inh
O=C1C(=O)N(CC2CCCO2)C(c2ccccc2[N+](=O)[O-])/C1=C(/O)c1ccccc1 (stereo not given)	i	i	-0.9	3.5	-2.1	-0.7	7.7	0.5	8.1
CCNC(=O)O/N=C1\CCCCC1c1ccc([N+](=O)[O-])cc1[N+](=O)[O-] (stereo not given)	i	i	3.0	-7.6	-1.2	-7.7	7.3	-2.2	4.2
CCN(Cc1ccccc1)C(=O)CN1C(=O)NC2(CC(C)CC(C)(C)C2)C1=O (stereo not given)	i	i	-2.0	0.5	-2.1	1.2	-4.2	-0.8	0.4
NC(=O)c1ccsc1NC(=O)CCc1ccccc1	i	i	3.9	6.6	0.4	3.3	24.2	-0.8	10.0
CC1(C)Cc2c(sc3c2c(=O)n(-c2cccc(Cl)c2)c(=O)n3CC(N)=O)CO1	i	i	2.6	-0.5	1.9	-2.2	6.2	-4.7	-8.2
CCN(CC)c1ccc(C=C(c2nnnn2-c2ccccc2)c2nnnn2-c2ccccc2)cc1	nt	i	21.8	-54.3	-82.1	-4.8	12.8	27.1	6.4
COc1ccc(C(=O)NNC(=O)Cc2nc3nc(C)cc(C)n3n2)cc1	i	i	-1.9	1.5	3.4	1.2	5.6	-9.4	-5.5
O=Cc1ccc(N2CCCCCC2)cc1	i	i	2.2	-3.3	3.7	0.2	-18.4	-2.6	-5.4
CCC(C)Nc1nc(Cl)nc(NCCOc2ccccc2)n1 (stereo not given)	i	i	-3.4	-2.4	-4.0	2.1	1.5	36.7	-4.4
OC(c1ccc(Cl)cc1Cl)C(Cc1cccnc1)n1cncn1 (stereo not given)	i	i	-2.8	-4.7	-1.1	-0.7	-13.5	-7.9	-2.7
O=C(O)C1C2CCC(C2)C1C(=O)NCCc1ccc(F)cc1 (stereo not given)	i	i	2.4	1.5	-2.6	0.8	1.1	-4.8	5.2
Cc1cccn2cc(-c3ccc(S(=O)(=O)N4CCOCC4)cc3)nc12	i	nt	0.9	-6.8	4.0	-5.6	-6.9	3.1	9.2
COc1ccc(OCCCCc2c(C)n[nH]c2C)cc1	i	i	-0.1	-9.6	2.1	-4.2	-10.7	-2.1	-11.0
COc1cccc2c3c(c(C)nc12)CCN3c1ccccc1	i	i	-4.6	-8.0	-1.5	-8.2	-1.2	-4.9	-5.8
CC1(C)CC(=NO)CC(C)(C)N1	i	i	4.3	12.0	-2.8	0.3	9.3	-13.5	5.4
COc1ccc(NC(=O)C(NCC(C)C)c2ccccc2)cc1Cl (stereo not given)	i	i	-5.8	-5.1	-3.6	-2.0	4.9	14.6	4.7
O=C(Cn1cc(C(F)(F)F)ccc1=O)NCc1ccc(F)cc1	i	i	-1.1	-4.1	0.9	0.8	6.8	-3.6	3.5
COC(=O)c1cc(C)nc(N)c1C#N	i	nt	-1.9	-0.7	3.3	-3.8	7.4	-4.9	5.6
O=C(Nc1ccc(NC(=O)c2ccco2)nc1)c1cccc(F)c1	i	i	4.1	-6.0	0.0	5.3	-7.5	-5.8	5.7
CCc1nc2ccc(C(=O)NCc3ccc(OC)cc3)cn2c1N(CC)Cc1cccc(Br)c1	i	i	6.2	-13.3	-8.0	1.5	3.9	12.4	1.1
CCCCOCCCN1CC(=O)N2[C@@H](Cc3c([nH]c4ccccc34)C2(C)C)C1=O	i	i	3.3	9.1	5.9	2.8	1.2	5.2	-7.5
O=C(CNC(=O)c1ccccc1Br)N/N=C/c1ccco1	i	i	2.6	-2.3	2.9	1.0	5.8	-3.2	-2.0
COC(=O)c1cc(Br)c(=O)n(-c2ccccc2OC)c1	i	i	4.1	0.8	0.4	-5.2	-3.2	-8.6	1.7
O=C1C2C3C=CC(C3)C2C(=O)N1/N=C/c1cn(Cc2ccc(F)cc2)c2ccccc12 (stereo not given)	i	i	0.7	0.5	-19.0	-0.3	27.2	24.0	6.5
CN1CCN(/C=N/C2=C(C#N)C(c3ccccc3)C3=C(CC(C)(C)CC3=O)O2)CC1 (stereo not given)	i	i	1.3	-3.1	-14.0	-2.5	9.8	-0.8	1.4

In the list so far, two have a COOH group.
SMILES	Rpn11 inh	Neddylation inh	CSN inh	PABP1 MLLE inh	MT1-MMP act inh	Rin1 Abl inh	SKN-1 inh	FAS-TE inh	NadD inh
N#Cc1c(C(F)(F)F)cc(Cc2ccccc2)nc1SCC(=O)NCC(=O)O	i	i	-1.9	-12.7	-1.0	-0.8	0.1	-0.6	-1.6
O=C(O)C1C2CCC(C2)C1C(=O)NCCc1ccc(F)cc1 (stereo not given)	i	i	2.4	1.5	-2.6	0.8	1.1	-4.8	5.2

The list goes on.
SMILES	Rpn11 inh	Neddylation inh	CSN inh	PABP1 MLLE inh	MT1-MMP act inh	Rin1 Abl inh	SKN-1 inh	FAS-TE inh	NadD inh
COc1ccc(CNC(=O)C2(CC3CC(c4ccccc4)=NO3)CCN(C(=O)Cc3ccc(F)cc3)CC2)cc1 (stereo not given)	i	i	1.0	-5.5	2.7	1.4	5.4	14.9	0.6
Cc1cc(C)cc(C(=O)NCC(=O)OCc2c(C)noc2C)c1	i	i	2.1	8.1	0.9	-4.9	5.4	-10.7	3.5
OC(COc1ccc2cc(Br)ccc2c1)CN1CCOCC1 (stereo not given)	i	i	-2.6	-10.4	6.6	-8.0	-3.1	-4.5	-6.7
O=S1(=O)CCN(C(CO)c2ccccc2)CC1 (stereo not given)	i	i	3.5	-7.7	0.9	1.3	-0.3	-5.1	0.0
Cc1cccc(-c2csc(NC(=O)c3cnccn3)c2C(=O)OC(C)C)c1	i	i	-1.7	-33.8	-0.9	0.7	16.4	-6.9	12.6
CC(=O)c1ccc(S(=O)(=O)Nc2ccc(-c3ccc4nncn4n3)cc2)cc1	i	i	7.4	5.5	-5.1	-5.1	-6.6	-3.4	4.6
Cc1ccc2[nH]cc(C(=O)CN3CCN(C)CC3)c2c1	i	i	4.8	-11.1	-2.1	-2.0	2.4	-6.9	-10.3
COc1ccc2oc(C(=O)OCc3nnc(-c4ccccc4)o3)c(C)c2c1	i	i	-0.6	10.2	19.7	2.0	-8.8	28.3	-2.0
